High-throughput results (PubChem)
POLB inh = DNA polymerase beta (human) inhibition; P06746; AID 485314; Potency, µM (top dose mostly 114 µM), inactives show top-dose activity change, negative = inhibition, usual class: inhibitors; Pol beta primer extension/strand displacement, fluorescence kinetic; hit rate 1.3% among 340,000; note: potency is the fitted concentration of half-maximal effect; % is set by controls: 0 for no effect and ±100 for the full control effect
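Human Pol beta at 10 nM; strand-displacement substrate 50 nM final. Compound exposure 15 min at room temperature before start, reaction 10 min at room temperature.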
Apoferritin bind = binds horse apoferritin like a general anesthetic; apoferritin/1-aminoanthracene competitive binding, fluorescence; Potency, µM (highest dose often 77.5 µM), without a hit: at the top dose activity change, negative = displacement, hits mostly inhibitors; hit rate 0.074% among 350,000; P02791; note: potency is the fitted concentration of half-maximal effect; % is set by controls: 0 for no effect and ±100 for the full control effect; nearly all actives have a fitted effect of over 20% in size
Target sequence (P02791 2-175 limits assumed): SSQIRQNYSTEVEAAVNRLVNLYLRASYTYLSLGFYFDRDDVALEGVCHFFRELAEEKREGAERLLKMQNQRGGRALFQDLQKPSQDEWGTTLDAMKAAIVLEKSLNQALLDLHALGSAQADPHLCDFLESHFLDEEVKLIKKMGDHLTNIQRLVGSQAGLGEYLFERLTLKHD
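Concentration-response curves derived by four-parameter Hill fitting of normalized fluorescence, where compounds displaced 1-AMA from 10 uM horse apoferritin following a brief 10 min room-temperature incubation; propofol titration acted as positive control.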
PGK inhibitor = inhibitors of T. brucei phosphoglycerate kinase. P07378. PGK/GAPDH coupled, Kinase-Glo luminescence, 60 min. Potency, µM (doses to about 57.5 µM), for the others: top-dose activity change, negative = inhibition, most hits filed as inhibitors. hit rate 0.043% among 380,000. AID 602233; note: potency is the fitted concentration of half-maximal effect; % is set by controls: 0 for no effect and ±100 for the full control effect; nearly all actives have a fitted effect of over 60% in size
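Luminescent ATP detection (Kinase-Glo Plus) follows a 60-minute room-temperature incubation, with wells lacking PGK as controls. Buffer: 100 mM TEA (pH 7.6), 5 mM MgCl2, 0.01% Tween-20. Coupling enzyme GAPDH (100 nM final) supplies unstable 1,3-BPG in-well.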
POLK inh = inhibitors of human DNA polymerase kappa | Potency, µM (highest dose often 107 µM), for inactives: at the highest dose activity, negative = inhibition, hits mostly inhibitors | hit rate 0.53% among 400,000 | purified Pol kappa, fluorescent DNA synthesis assay, 10 min | AID 588579; note: potency is the fitted concentration of half-maximal effect; % is set by controls: 0 for no effect and ±100 for the full control effect
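Kinetic fluorescence screen: compound preincubated 15 min RT with 10 nM enzyme; 50 nM substrate (final) initiates; reads at 0/10 min.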
BLM inh = Bloom syndrome helicase (human) inhibition; hit rate 0.2% among 350,000; AID 2528; P54132; recombinant BLM DNA unwinding, fluorescence dequenching; Potency, µM (series often up to 56.1 µM), for the others: at the top dose activity change, negative = inhibition, actives largely listed as inhibitors;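 note: potency is the fitted concentration of half-maximal effect; plate controls were vehicle for no effect and no enzyme for full effect; nearly all actives have a fitted effect of over 35% in size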
POLI inh = DNA polymerase iota (human) inhibition | Q9UNA4 | Pol iota fluorescent replication assay, 10 min | Potency, µM (series often up to 115 µM), without a hit: at the highest dose activity, negative = inhibition, usual class: inhibitors | hit rate 1% among 390,000; note: potency is the fitted concentration of half-maximal effect
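Pol iota at 10 nM preincubated 15 min with compounds at room temperature; reaction started with fluorescent substrate, 50 nM final. Fluorescence read kinetically at 0 and 10 min; buffer-only wells as negative control.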
RXFP1 antagonist = RXFP1 (human) relaxin receptor antagonism; Q9HBX9; HEK293-RXFP1, relaxin-stimulated cAMP HTRF, 30 min; stronger effect = lower value; activity change, negative = inhibition, % at 57.5 µM; hit rate 0.59% among 350,000; AID 1259400;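 active = activity change of -60% or lower, but not beyond a set lower limit; inconclusive = change between -60% and -40%, or beyond the set limit; inactive = change above -40%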; note: % is set by controls: 0 for no effect and ±100 for the full control effect
Target sequence (Q9HBX9 whole entry, looked up): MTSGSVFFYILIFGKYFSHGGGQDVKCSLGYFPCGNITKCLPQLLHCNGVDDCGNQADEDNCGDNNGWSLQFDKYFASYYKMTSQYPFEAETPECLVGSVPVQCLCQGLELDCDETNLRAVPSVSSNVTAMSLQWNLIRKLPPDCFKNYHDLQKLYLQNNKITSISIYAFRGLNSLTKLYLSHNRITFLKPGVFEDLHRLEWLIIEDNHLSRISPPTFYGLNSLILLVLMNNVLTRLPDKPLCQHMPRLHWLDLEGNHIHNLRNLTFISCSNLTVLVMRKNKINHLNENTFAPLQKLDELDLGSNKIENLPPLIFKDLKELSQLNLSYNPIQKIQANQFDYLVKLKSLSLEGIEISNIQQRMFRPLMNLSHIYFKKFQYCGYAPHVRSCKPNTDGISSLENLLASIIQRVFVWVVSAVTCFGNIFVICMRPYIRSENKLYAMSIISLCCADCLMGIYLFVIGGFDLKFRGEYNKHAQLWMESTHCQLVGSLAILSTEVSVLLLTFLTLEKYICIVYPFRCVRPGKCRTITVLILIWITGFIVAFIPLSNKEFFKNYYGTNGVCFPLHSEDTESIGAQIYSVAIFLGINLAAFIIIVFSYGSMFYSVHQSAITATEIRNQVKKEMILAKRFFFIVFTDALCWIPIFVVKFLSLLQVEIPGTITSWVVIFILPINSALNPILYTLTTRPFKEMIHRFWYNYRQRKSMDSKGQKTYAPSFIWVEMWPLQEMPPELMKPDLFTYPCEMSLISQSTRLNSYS
APEX1 inh = inhibitors of human APE1 endonuclease; Potency, µM (titrated, usually from 65.8 µM), inactives show at the highest dose activity change, negative = inhibition, hits mostly inhibitors; hit rate 0.35% among 350,000; P27695; recombinant APE1, TAMRA/BHQ-2 abasic DNA cleavage fluorescence;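 note: potency is the fitted concentration of half-maximal effect; plate controls were vehicle for no effect and reference inhibitor for full effect; nearly all actives have a fitted effect of over 55% in size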
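APE1 at 0.75 nM preincubated 15 min at room temperature with compound. Reaction then started with 50 nM double-stranded THF-abasic substrate labelled with TAMRA/BHQ-2, and 525/598 nm fluorescence read kinetically. Activity taken as third-minus-first read difference, normalized to DMSO and NSC13755 controls.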
POLH inh = inhibitors of human DNA polymerase eta; Q9Y253; recombinant Pol eta, fluorescent DNA replication assay; Potency, µM (top dose mostly 114 µM), for the others: at the top dose activity change, negative = inhibition, most hits filed as inhibitors; hit rate 1.2% among 390,000; AID 588591; note: potency is the fitted concentration of half-maximal effect; % is set by controls: 0 for no effect and ±100 for the full control effect
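Pol eta at 10 nM preincubated with compounds 15 min at room temperature; reaction started with fluorescent substrate (50 nM final) and read kinetically at 0 and 10 min.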
* = called active by the depositor; i = inactive; ? = inconclusive; . = not tested or not shown; & = joins results of further samples; [ ] = remark or other dose. Unless noted, calls come from the whole dose curve; as a rule, active = well fitted curve in the direction sought with a large enough effect; inconclusive = small, poorly fitted or top-dose-only effect, or another doubt; inactive = no such curve, though single readings can be large; an effect the other way counts as inactive or inconclusive.

SMILES	POLB inh	Apoferritin bind	PGK inhibitor	POLK inh	BLM inh	POLI inh	RXFP1 antagonist	APEX1 inh	POLH inh
CN1C(=O)NC(c2cccc([N+](=O)[O-])c2)C2=C1CCCC2=O (stereo not given)	1%	1%	-10%	-5%	-1%	54%[activator]	8	-15%	-22%
CN(C(=O)COC(=O)c1cc(S(=O)(=O)N2CCCCC2)ccc1Cl)c1ccccc1	.	.	i	6%	.	13%	-3	7%	-12%
COc1cc(OC)cc(C(=O)NCCNC(=O)c2ccccc2)c1	2%	-2%	-1%	-6%	1%	-1%	-10	0%	-3%
O=C(c1cccc(F)c1)N1CCCc2ccccc21	3%	?	-1%	-5%	-6%	14%	-1	-5%	1%
O=C(NN=Cc1cccc2ccccc12)C(=O)NN=Cc1cccc2ccccc12	.	.	1%	-9%	.	-3%	-17	.	-2%
CCSC1=N/C(=C\c2ccccc2)C(=O)N1c1ccc(OC)cc1	-19%	-1%	-5%	5%	-4%	35%[activator]	-26	6%	-15%
C=CCc1ccccc1OCC(O)CN(CC)CC (stereo not given)	2%	5%	-4%	-5%	5%	-15%	-1	3%	-3%
Cc1ccc(NC(=O)c2ccc(-c3nn(C)c(=O)c4ccccc34)cc2)c(C)c1	4%	-14%	-5%	-19%	-5%	54%[activator]	2	0%	-6%
CC(=O)Cc1nsc(NC(=O)c2cc(-c3cccc(C(F)(F)F)c3)oc2C)n1	6%	1%	-9%	-8%	-6%	-14%	-1	-12%	-12%
CC(C)(C)OC(=O)NCC12C=CC(O1)C1C(=O)N(Cc3ccccc3)C(=O)C12 (stereo not given)	-10%	2%	-1%	-4%	0%	25%	-9	-4%	?
O=C(NCc1ccc(Cl)cc1)C1CCC(CNc2c(N3CCCCC3)c(=O)c2=O)CC1 (stereo not given)	-2%	-8%	-3%	0%	1%	-10%	.	0%	-2%
CCOC(=O)C1CCN(c2nnc(N3CCCC3=O)s2)CC1	-16%	5%	-5%	-1%	2%	-6%	-20	14%	-12%
COCCNS(=O)(=O)c1cc(-c2nn(C)c(=O)c3ccccc23)ccc1C	11%	-12%	-6%	-5%	-4%	8%	2	7%	?
Cc1cc(C(=O)N2CCCC(C(=O)c3ccc(Cl)cc3C)C2)no1 (stereo not given)	4%	?	i	-13%	-4%	7%	-16	-6%	-13%
CC[C@H](C)C(=O)N[C@H]1CCCN1C(=O)/C=C/c1ccccc1	.	.	4%	8%	.	39%[activator]	.	6%	-21%
O=C1CCC(=O)N1CC(=O)N1CCCc2ccccc21	40%	-9%	-2%	-24%	-2%	35%[activator]	4	23%	5%
C[C@@H]1NS(=O)(=O)[C@H]2C[C@@H]3C=C[C@]2(O3)[C@H]1OC(=O)Nc1ccc(C(F)(F)F)cc1[N+](=O)[O-]	.	.	i	-7%&-1%	.	5%&0%	.	8%	0%
c1ccc(-c2ccc3c(c2)c2c4n3CCN=C4CCC2)cc1	2%	-17%	-5%	8%	-11%	10%	-16	10%	-10%
O=C(c1ccccc1)n1ccc(-c2cccs2)n1	84%	-11%	-7%	-4%	-9%	-10%[58.9 µM]	3	10%	-25%
O=c1[nH]c(CN2CCN(CCO)CC2)nc2ccccc12	0%	0%	4%	2%	-9%	23%	4	-4%	-19%
CCNC(=O)C1CCCN1S(=O)(=O)c1ccc(OC)cc1 (stereo not given)	61%	-3%	i	-21%	3%	14%	-5	-1%	9%
Cc1ccc(-c2cc(C(F)(F)F)n3nc(C(=O)NCC45CC6CC(CC(C6)C4)C5)cc3n2)cc1	-4%	59%[activator]	-8%	-14%[60.1 µM]	-12%	-34%	-7	.	5%
O=C(COC(=O)c1ccco1)NNC(=O)c1ccc(Cl)cc1	.	.	-10%	-27%	.	9%	-12	13%	-4%
CC(=O)c1ccc(NC(=O)CSc2nnc(-c3ccncc3)n2-c2ccccc2)cc1	?	-8%	-4%	-10%[60.1 µM]	-10%	?	.	.	-15%
CCCCN1CCS(=O)(=O)N(Cc2ccccc2Br)CC(C(=O)OC)C1 (stereo not given)	.	.	-13%	5%	.	28%	.	-3%	-14%
CCN(CC)C(=O)Oc1ccc2ccccc2c1Br	33%	?	0%	-8%	-8%	66%[activator]	-20	2%	-19%
CCCN(C(=O)CCc1ccc(OC)cc1)c1c(N)n(Cc2ccccc2)c(=O)[nH]c1=O	.	.	-7%	-2%	.	-5%	-1	9%	-20%
O=C(NCc1ccc(F)cc1)C1CCCN(c2nc3ccsc3c(=O)s2)C1 (stereo not given)	22%	3%	-6%	4%	-2%	-25%	3	3%	-8%
Cc1cccc(N2CCN(C(=O)c3cccn3-c3nnc(N4CCCCC4)s3)CC2)c1C	18%	-2%	4%	23%	-5%	-12%	-68*	.	-3%
O=C1CC(c2ccccc2)C(c2ccccc2)=NN1 (stereo not given)	.	.	-1%	4%	.	-2%	-8	.	-19%
COc1ccccc1NC(=O)NC(N)=O	2%	3%	-5%	-3%	-6%	-4%	-6	6%	-6%
COc1ccc(OC)c(NC(=O)CSc2cn(CC(=O)N3CCCCCC3)c3ccccc23)c1	34%	8%	-9%	-2%	1%	17%	-17	.	-2%
CN(Cc1nc2ccccc2c(=O)[nH]1)C(=O)c1ccc(S(=O)(=O)N2CCCC2)cc1	.	.	0%	1%	.	-17%	-3	28%	1%
CN(C1CCCCC1)S(=O)(=O)c1ccc2c(c1)c(=O)c(C(=O)N1CCc3ccccc3C1)cn2C	2%	7%	.	-5%	-3%	9%	5	4%	-4%
CC(C)c1ccc(S(=O)(=O)c2cnc(SCC(=O)Nc3cccc(C(F)(F)F)c3)nc2N)cc1	6%	?	-2%	-6%	-13%	7%	.	.	-27%
Cc1scc(C(=O)O)c1-c1c(C(=O)O)csc1C	26%	-6%	2%	-12%	3%	18%	5	24%	-20%
C=CCn1c(=N)n(CC(=O)c2ccc(OC)cc2)c2ccccc21	30%	-1%	i	1%	6%	18%	-5	2%	-16%
CSCC(=O)N1CCCC(N2CCN(c3cccc(C(F)(F)F)c3)CC2)C1 (stereo not given)	32%	-1%	-3%	-16%	-3%	-19%	-5	12%	-15%
CCCOc1ccc(-c2nc(-c3ccc(N)cc3)cs2)cc1	20%	-15%	.	.	-24%	.	.	-3%	.
CCOC(=O)c1c(NC(=O)COC(=O)c2ccccn2)sc2c1CCC2	?	1%	10%	-18%	-8%	10%	9	-1%	?
Cc1noc2ncnc(N3CCN(c4cccc(C(F)(F)F)c4)CC3)c12	7%	-17%	-8%	9%	1%	-5%	-16	.	-6%
C=CCn1c(=O)c2ccccc2n2c(SCC(=O)Nc3sc(C)c(CC)c3C(=O)OCC)nnc12	-5%	-20%	-3%	-2%	1%	69%[activator]	-12	2%	-19%
O=C(O)c1ccc(CSc2nc3cccnc3n2Cc2cccc(F)c2)cc1	6%	-11%	-7%	3%	1%	24%	-21	.	-13%
COc1ccc(CCNC(=O)COC(=O)C2CC2C)cc1OC (stereo not given)	.	.	2%	1%	.	45%[activator]	-4	3%	-18%
N#Cc1c(N)oc(-c2ccc3c(c2)OCO3)c1-c1ccc2c(c1)OCO2	?	-13%	-1%	-10%	-5%	42%[activator]	-4	-6%	?
CC(C)(C)NC(=O)Cn1c(SCC(=O)Nc2nccs2)nc2ccccc21	0%	-2%	-4%	-6%	0%	16%	-8	2%	-12%
Cc1c(OCC(=O)NCCN2CCOCC2)ccc2c(-c3ccccc3)cc(=O)oc12	45%	-5%	0%	-11%	0%	-7%	7	-10%	-5%
Cc1cc(C)cc(S(=O)(=O)c2cn(C)c3cc(N4CCCC4)c(F)cc3c2=O)c1	0%	-5%	-5%	3%	-8%	-12%	-12	.	-11%
Cn1c(SCc2ccccc2)nnc1-c1cnccn1	5%	-11%	i	1%	2%	10%	2	1%	-9%
CCC(C)(C)c1ccc(OCC(=O)N(C)C)c(C(C)(C)CC)c1	-28%	?	4%	-16%	-15%	9%	?	3%	-3%
CCOC(=O)c1oc2nc(C(C)C)c3c(c2c1N)CC(C)(C)OC3	36%	2%	-4%	-5%	-9%	4%	-1	-3%	-6%
CSc1nc2cc(F)c(F)cc2n1C	-7%	-4%	-8%	-7%	-2%	1%	-15	-1%	-12%
O=C(NCc1ccc(F)cc1)C1CCN(S(=O)(=O)N2CCCC2)CC1	3%	-5%	-3%	-10%	-2%	7%	3	7%	-24%
CCCNC(=O)COc1ccccc1[N+](=O)[O-]	31%[57.1 µM]	-1%	-6%	-5%	0%	169%[activator]	2	-1%	-17%
O=C(Nc1ccccc1)C(CCCCN1C(=O)c2ccccc2C1=O)N1C(=O)c2ccccc2C1=O (stereo not given)	.	.	2%	-14%	.	1%	1	.	1%
COC(=O)CCC(=O)NC(=S)Nc1c(C)cccc1C	8%	-10%	-10%	-10%	1%	63%[activator]	1	3%	-8%
O=C(Nc1nc(-c2ccccn2)cs1)c1cccc(-n2cnnn2)c1	?	-10%	7%	-19%	-4%	?	-4	2%	-6%
COc1cc(C(C2C(=O)CC(C)(C)CC2=O)C2C(=O)CC(C)(C)CC2=O)ccc1O	-6%	9%	8%	2%	2%	-2%	-6	-2%	3%
CCCc1nnc(NC(=O)c2ccncc2)s1	9%	-10%	4%	-12%	1%	?	27	11%	-13%

Some of the compounds tested; the hit share may differ from the screen's.
